DUSP3 inh: blocks human VHR1 dual specificity phosphatase; P51452; inhibition, % at 13.3 µM; recombinant VHR phosphatase, pNPP absorbance; 0.52% of 290,000 active; AID 1654; in the data active = inhibition above about 50%; also: some compounds called inactive have numbers as strong as hits
Anthrax LF inh2: blocks Bacillus anthracis lethal factor protease | P15917 | multiplex microsphere protease cleavage assay, LF | inhibition, % at 10 µM | 0.12% of 360,000 active | AID 588501; also: plate controls were buffer without enzyme for full effect and enzyme alone for no effect
BoNT A protease: BoNT A light chain protease inhibition | multiplex microsphere protease substrate cleavage, flow cytometry | inhibition, % at 10 µM | 0.17% of 360,000 active | AID 588499; also: plate controls were buffer without enzyme for full effect and enzyme alone for no effect
3CLpro inhibitor: SARS-CoV 3CLpro protease inhibition; inhibition, % at 6 µM; P0C6X7; recombinant SARS-CoV 3CLpro, quenched FRET peptide cleavage; 0.14% of 290,000 active; in the data active = inhibition above about 12%
TcdB inh: inhibitors of Clostridioides difficile toxin B glycohydrolase | P18177 | TcdB glycohydrolase enzymatic assay, plate reader | inhibition, % at 9.99 µM | 0.24% of 350,000 active; in the data active = inhibition above about 10%
BH1578 lux ind: inducers of Vibrio cholerae quorum light production without autoinducers | V. cholerae BH1578 lux reporter, luminescence, 6 h | activation, % at 18.7 µM | 0.16% of 350,000 active; in the data active = activation mostly above about 9.7%, no sharp cut-off; inconclusive = no clear call, values can overlap the other calls; inactive = mostly below about 3.7%; also: not every result past the cut was called active; inactives centre near 0; reference of the scale not given here
PfHsp40 yeast: rescue of PfHsp40-mediated yeast toxicity; AID 504582; 0.68% of 340,000 active; growth rescue, % at 12.5 µM; S. cerevisiae expressing PfHsp40, growth rescue, ATP luminescence; in the data active = growth rescue above about 28%, passing the limit was not always enough; inconclusive = no clear call, values can overlap the other calls;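 also: yeast W303a lacking pdr1 and pdr3 grown in galactose medium; growth measured after three days at 30 °C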
Y pestis TopoI: Y. pestis Topo-I inhibition via cleavage products | 0.064% of 360,000 active | activity, % at 10 µM | Y. pestis Topo-I cleavage product accumulation, plate reader; in the data active = activity above about 50%, passing the limit was not always enough; inconclusive = no clear call, values can overlap the other calls; also: inactives centre near 2
CCHF vOTU inh: CCHFV vOTU protease inhibition. Pep-AMC fluorescence. inhibition, % at 11.5 µM. 0.55% of 370,000 active; in the data active = inhibition above about 30%; also: 0% = vehicle wells with enzyme and 100% = no enzyme wells
SSB-PriA inh: inhibitors of Klebsiella pneumoniae PriA binding to SSB C-terminal tail. AlphaScreen SSBct-PriA binding, biotinylated peptide. inhibition, % at 33 µM. 0.6% of 430,000 active. AID 1272365; in the data active = inhibition mostly above about 37%, no sharp cut-off; inactive = mostly below about 20%;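 also: plate controls were negative control peptide for no effect and reference peptide for full effect; strong numbers were not always called active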
Active calls of the source: *; i = inactive; ? = inconclusive; nt = not tested or not shown; + = active, no number. Rule as the data show it, unless noted: active = inhibition above about 30%; inconclusive = no clear call, values can overlap the other calls; inactive = below that. The list is partial. The share of hits here may be higher or lower than overall.

SMILES	DUSP3 inh	Anthrax LF inh2	BoNT A protease	3CLpro inhibitor	TcdB inh	BH1578 lux ind	PfHsp40 yeast	Y pestis TopoI	CCHF vOTU inh	SSB-PriA inh
CCOc1ccc(-c2c(C(=O)N/N=C/c3ccc(Cl)cc3)nnn2-c2nonc2N)cc1	-4	-3	0.9	-2	-0.6	-6.7	0.6	7	3	nt
COc1cc(C(=O)NCCc2ccc(F)cc2)c([N+](=O)[O-])cc1OC	-4	-1	-0.3	4	nt	i	1.9	-1	-2	10
CSc1ccc(CNC(=O)C2(C)CCCN(C(C)=O)C2)cc1 (stereo not drawn)	nt	-35	-7.3	nt	-2.8	i	nt	5	19	nt
CC1CN(C(=O)c2ccc(S(=O)(=O)Nc3ccccc3Cl)cc2)CC(C)O1 (stereo not drawn)	19	1	0.3	-2	-0.8	0.8	0.5	5	-2	5
OC(c1ccc(Cl)c(F)c1)c1ncc(-c2ccccc2Cl)[nH]1 (stereo not drawn)	nt	0	-0.4	nt	0.2	-0.8	nt	-5	19	nt
O=C(COc1ccccc1)Nc1ccncc1Cl	77	-3	-1.6	0	-0.9	-1.2	0.9	-8	-8	-19
COC(=O)[C@@]1(C)[C@H]2C(=O)N(Cc3ccccc3)C(=O)[C@H]2[C@H]2CN=C(SCc3ccc(C)cc3)N21	nt	2	0.3	nt	0.8	i	-0.3	27	10	-2
Cc1cccn2c(=O)c3cc(C(=O)N(C)C)n(C)c3nc12	7	-7	-2.9	3	nt	-0.3	9.1	8	-53	-10
O=C(CCl)N1CCN(S(=O)(=O)c2ccc3ccccc3c2)CC1	14	1	1.3	10	-0.4	-0.5	0.9	3	8	-12
COc1cc(/C=C2\C(=O)ON=C2c2ccccc2)cc(OC)c1OC	5	1	0.2	-2	nt	+	0.3	-3	-9	-3
CC(=O)c1ccc(OCCCC(=O)NCCc2ccc(C(F)(F)F)cc2)cc1	-7	5	0.1	-5	-8.1	-0.3	-0.5	7	18	-2
O=S(=O)(Nc1ccc(-c2ccccc2)cc1)c1ccccc1	nt	-6	-0.3	nt	0.4	i	1.0	10	11	-8
O=C(CC1C(=O)NCCN1Cc1c(F)cccc1Cl)NCCCOc1cccnc1 (stereo not drawn)	23	0	-6.1	6	1.7	12	0.3	1	12	-6
O=c1c2cc(Cl)cc(Cl)c2nc(CN2CCOCC2)n1-c1ccccc1F	16	-1	-0.4	2	nt	3.2	-0.1	1	-3	2
O=C(NC12CC3CC(CC(C3)C1)C2)c1ccc(=O)oc1	0	-2	-0.3	-5	nt	-0.3	-0.7	-1	16	-22
Cc1cccc(NC(=O)COc2ccc(Br)cc2C)n1	-6	0	-0.4	-2	nt	3.1	3.7	7	22	-25
O=C(NC1CC2CCCC(C1)N2Cc1ccccc1)c1ccc([N+](=O)[O-])cc1 (stereo not drawn)	9	5	0.7	1	-0.3	-1.0	0.6	-4	-17	-17
Nc1nccc(-c2cccs2)n1	6	-3	-0.3	-2	-0.2	1.5	1.9	9	9	5
CN(C)S(=O)(=O)c1cccc(NC(=O)COC(=O)/C=C/c2ccc(Br)o2)c1	-12	-2	0.1	8	0.5	0.0	2.4	14	-3	0
Cc1nnc(SCC(=O)NC2CCCCCC2)n1N	nt	8	-0.1	nt	-0.4	-1.3	-0.4	-3	8	-22

Some of these compounds in order of formula weight, smallest number first.
SMILES	DUSP3 inh	Anthrax LF inh2	BoNT A protease	3CLpro inhibitor	TcdB inh	BH1578 lux ind	PfHsp40 yeast	Y pestis TopoI	CCHF vOTU inh	SSB-PriA inh
O=C(COc1ccccc1)Nc1ccncc1Cl	77	-3	-1.6	0	-0.9	-1.2	0.9	-8	-8	-19
COc1cc(/C=C2\C(=O)ON=C2c2ccccc2)cc(OC)c1OC	5	1	0.2	-2	nt	+	0.3	-3	-9	-3
O=C(NC1CC2CCCC(C1)N2Cc1ccccc1)c1ccc([N+](=O)[O-])cc1 (stereo not drawn)	9	5	0.7	1	-0.3	-1.0	0.6	-4	-17	-17
CC(=O)c1ccc(OCCCC(=O)NCCc2ccc(C(F)(F)F)cc2)cc1	-7	5	0.1	-5	-8.1	-0.3	-0.5	7	18	-2

The listing picks up with the 2 entries that preceded the break.
SMILES	DUSP3 inh	Anthrax LF inh2	BoNT A protease	3CLpro inhibitor	TcdB inh	BH1578 lux ind	PfHsp40 yeast	Y pestis TopoI	CCHF vOTU inh	SSB-PriA inh
CN(C)S(=O)(=O)c1cccc(NC(=O)COC(=O)/C=C/c2ccc(Br)o2)c1	-12	-2	0.1	8	0.5	0.0	2.4	14	-3	0
Cc1nnc(SCC(=O)NC2CCCCCC2)n1N	nt	8	-0.1	nt	-0.4	-1.3	-0.4	-3	8	-22
CNC(=S)NNc1nc(C)cc(C)n1	12	-3	-0.2	5	0.5	-0.7	-0.4	1	9	-1
c1ccc2occc2c1	nt	-6	0.3	nt	1.2	-0.5	3.3	5	1	-11
Cc1ccccc1C(=O)NC1CCN(C(=O)Nc2ccc(F)cc2)CC1	7	-1	-1.8	-1	-0.2	-0.3	0.9	0	-7	-10
O=C(C1CC1)N1CCc2cc(Br)cc(S(=O)(=O)NCCCN3CCCCC3)c21	-8	-2	-0.3	0	1.4	-0.1	0.1	0	6	-7
COc1ccccc1N(CC(=O)NCCSCc1cccc(C)c1)S(=O)(=O)c1ccccc1	2	-5	-3.7	5	1.4	-0.4	0.5	30	8	6
CCC(=O)NCCc1nc2ccccc2n1Cc1ccc(C)cc1	17	3	24	4	nt	i	0.0	6	0	-12
Cc1csc2nc(O)c(C(=O)NCCN3CCOCC3)c(=O)n12	nt	-1	1.3	nt	0.6	i	0.2	4	-1	-9
Cc1ccc(Sc2c(C)nn(C(=O)c3cccc(S(=O)(=O)N4CCOCC4)c3)c2C)cc1	27	-2	-0.3	-6	nt	i	-0.9	1	-4	1
O=S(=O)(c1ccc(NC(=S)N2CCN(c3ccccc3F)CC2)cc1)N1CCOCC1	12	6	-0.7	4	-0.1	-0.4	-0.8	4	3	-12
CCOC(=O)COc1nc(-c2ccccc2)cc(-c2ccco2)c1C#N	19	-27	?	-2	0.9	0.5	1.6	17	-15	-2
CCCCOc1ccc(C(=O)Oc2cccnc2)cc1	16	-6	0.6	19*	0.1	2.2	0.0	19	-7	2
COc1ccc(CCNC(=O)CC(NC(=O)c2ccccc2Cl)c2ccccc2)cc1 (stereo not drawn)	-1	1	-0.1	4	-5.3	-1.0	-0.4	0	-18	-1
CCc1nc(Nc2cccc(O)c2)c2oc3ccccc3c2n1	-2	-9	0.4	-5	nt	-0.6	4.7	-24	nt	3
Cc1cc(F)c(F)c(C(=O)N2CCOCC2)c1Cl	13	-2	0.5	-5	nt	4.8	2.3	-3	8	-11
CCc1ccccc1NNC(=O)CCc1ccccc1	14	20	-3.6	-6	1.6	i	0.5	-8	-5	-5
O=C(C1CCN(C2CC(=O)N(c3cccc(Cl)c3)C2=O)CC1)N1CCCC1 (stereo not drawn)	22	1	0.8	-2	nt	i	468*	-3	7	-21
CN1CCN(/N=C/c2c[nH]c3ccccc23)CC1	4	-5	?	0	13*	0.6	0.2	3	-7	nt
CCCn1nc(NS(=O)(=O)c2cccc3nonc23)c2cc3cccc(C)c3nc21	15	2	4.2	12	-1.7	i	3.4	16	42*	2
Cc1ccc2c(c1)c1c(n2CC2COC(C)(C)O2)C(=O)CCC1 (stereo not drawn)	2	-6	1.1	-4	nt	-0.3	1.5	-1	-11	-21
CN(c1cccc(Cl)c1)S(=O)(=O)c1cccc(C(=O)NCc2ccncc2)c1	nt	-4	-0.6	nt	1.4	i	-1.4	2	-3	-7
COc1ccc(C(=O)N2CCCCC2)cc1S(=O)(=O)Nc1cccc(C(=O)O)c1	22	-4	-0.2	2	0.1	-1.8	-0.2	3	-7	-11
Cc1ccc(OCCC(=O)OCC(=O)NC2CCCC2)cc1	nt	1	-1.7	nt	-2.5	-1.2	-1.7	-1	6	-10
Cc1c(C(=O)O)oc2ccc(S(=O)(=O)NC3CCCCCCC3)cc12	-8	-1	1.5	-1	-2.6	-0.1	0.5	1	-6	2
COc1cccc(/C=N/NC(=O)Cn2cnc3c2c(=O)n(C)c(=O)n3C)c1	-6	-3	0.6	8	-1.2	-0.8	nt	-2	3	i
NC(=O)Nc1ccc(C(=O)OCC(=O)N2CCCC2=O)cc1	nt	-14	-0.3	nt	0.6	i	-1.3	1	-4	-9
CC(=O)c1cccc(NC(=O)CSc2nnc(C(C)N(C)C)n2Cc2ccccc2)c1 (stereo not drawn)	23	7	-4.5	1	0.8	-0.3	0.2	21	21	8
COc1ccc(NC(=S)NC(NC(=O)CF)C(Cl)(Cl)Cl)c([N+](=O)[O-])c1 (stereo not drawn)	-2	-3	-0.4	0	nt	i	1.0	5	-15	-4
CCCC1CC(CSC(=N)N)OC1=O (stereo not drawn)	-6	-2	-0.1	4	nt	-8.0	-0.3	-6	8	-6
CCOC(=O)C1CCCN(C(=O)c2cc(-c3ccccc3)nc3ccccc23)C1 (stereo not drawn)	-1	-10	-0.2	2	-0.5	-0.2	1.3	19	-10	0
CN(Cc1ccccc1N1CCCC1)C(=O)c1cc2ccccc2o1	nt	-3	-2.5	nt	1.0	-0.4	0.0	49	-15	8
O=C(/C=C\c1ccco1)NC(=S)Nc1ccccc1O	-11	-9	-0.7	-1	1.0	i	1.2	-7	16	-11
COc1cc(SC)ccc1C(=O)NCCOc1ccc(C)c(C)c1	13	0	1.7	-2	-0.6	-0.5	5.3	24	10	-4
N=c1c(C(=O)NCc2ccco2)cc2c(=O)n3ccccc3nc2n1Cc1ccccc1	40	9	4.4	-1	nt	0.7	-0.6	-7	3	-6
O=C(NCc1ccc(Cl)cc1)C1CCN(S(=O)(=O)c2cccs2)CC1	-20	17	1.3	4	2.2	i	-2.0	8	23	-5
O=C1c2ccccc2C(=O)N1Cc1nc2ccccc2c(=O)n1-c1ccccn1	24	-1	1.2	-1	nt	-2.8	1.0	-6	13	-7
Cc1ccccc1OCCC(=O)OCC(=O)Nc1c(C)nn(-c2ccccc2)c1C	nt	1	6.3	nt	1.6	-0.9	-0.2	4	4	16
Cc1cc(C)cc(NC(=O)Nc2cc(-c3ccccc3)nn2C)c1	-8	3	-9.2	6	1.0	i	-1.4	-2	4	4
O=C(CCC1CCCN(C(=O)c2ccc3cc[nH]c3c2)C1)N1CCN(c2ccccn2)CC1 (stereo not drawn)	18	-3	-1.6	7	1.1	-4.2	0.6	0	-9	-13
COc1cc(C(=O)NCC(c2ccco2)N(C)C)cc(OC)c1OC (stereo not drawn)	5	-3	0.5	2	-0.2	-0.3	-1.7	12	-5	-14
COc1ccccc1NC(=O)CCNS(=O)(=O)c1ccc2[nH]c(=O)oc2c1	-3	1	-1.0	-4	2.3	i	-0.2	-5	3	-2
CN(C(=O)c1cccc(NC(=O)Cc2ccc(NC(=O)C3CCN(C(=O)C4CCCCC4)CC3)cc2)c1)C1CC1	nt	-3	-0.2	nt	0.9	0.2	0.2	31	-13	-6
COCCN1Cc2cccc(C(=O)NCc3ccccc3OC)c2C1=O	-4	0	0.0	2	nt	nt	0.2	6	-1	-14
Cc1ccnc(N2CCC(C(=O)NC3CCCCCC3)CC2)n1	26	0	2.2	-2	nt	1.9	1.8	1	-1	-18
CC(C)n1cnc2c(NCc3ccccc3)nc(NCc3ccccc3)nc21	4	-4	-1.0	nt	0.1	i	-0.4	-6	8	33
Cc1ccc(CSc2nc3ccccc3cc2C=O)cc1	10	2	1.4	-6	nt	-0.8	0.9	18	8	-3
Cc1cc(NC(=O)/C=C/c2ccco2)ccc1NC(=O)c1ccccc1	26	-2	0.0	2	0.8	-0.2	1.3	-1	7	-1
COc1ccc(/C=N/NC(=O)c2ccc3c(c2)OCO3)c(C(=O)O)c1OC	-10	8	1.1	1	0.1	i	-1.5	5	-1	nt
O=C(CCSCc1ccc(Cl)cc1)NCCC1=CCCCC1	4	-2	0.7	4	-0.4	i	7.6	65*	3	-2
